High-throughput results: PubChem BioAssay, National Center for Advancing Translational Sciences (NCATS)
WRN inhibitor: inhibitors of human WRN helicase. Potency, µM (highest dose often 114 µM), for inactives: at the highest dose activity change, negative = inhibition, actives largely listed as inhibitors. Q14191. actives 0.46% (n = 360,000). WRN helicase unwinding, fluorescent forked duplex, kinetic. AID 651768; also: potency is read from the fitted curve at half-maximal effect; % is scaled to controls: 0 for no effect and ±100 for the full control effect; nearly all actives have a fitted effect of over 55% in size
Target sequence (Q14191 whole entry, looked up): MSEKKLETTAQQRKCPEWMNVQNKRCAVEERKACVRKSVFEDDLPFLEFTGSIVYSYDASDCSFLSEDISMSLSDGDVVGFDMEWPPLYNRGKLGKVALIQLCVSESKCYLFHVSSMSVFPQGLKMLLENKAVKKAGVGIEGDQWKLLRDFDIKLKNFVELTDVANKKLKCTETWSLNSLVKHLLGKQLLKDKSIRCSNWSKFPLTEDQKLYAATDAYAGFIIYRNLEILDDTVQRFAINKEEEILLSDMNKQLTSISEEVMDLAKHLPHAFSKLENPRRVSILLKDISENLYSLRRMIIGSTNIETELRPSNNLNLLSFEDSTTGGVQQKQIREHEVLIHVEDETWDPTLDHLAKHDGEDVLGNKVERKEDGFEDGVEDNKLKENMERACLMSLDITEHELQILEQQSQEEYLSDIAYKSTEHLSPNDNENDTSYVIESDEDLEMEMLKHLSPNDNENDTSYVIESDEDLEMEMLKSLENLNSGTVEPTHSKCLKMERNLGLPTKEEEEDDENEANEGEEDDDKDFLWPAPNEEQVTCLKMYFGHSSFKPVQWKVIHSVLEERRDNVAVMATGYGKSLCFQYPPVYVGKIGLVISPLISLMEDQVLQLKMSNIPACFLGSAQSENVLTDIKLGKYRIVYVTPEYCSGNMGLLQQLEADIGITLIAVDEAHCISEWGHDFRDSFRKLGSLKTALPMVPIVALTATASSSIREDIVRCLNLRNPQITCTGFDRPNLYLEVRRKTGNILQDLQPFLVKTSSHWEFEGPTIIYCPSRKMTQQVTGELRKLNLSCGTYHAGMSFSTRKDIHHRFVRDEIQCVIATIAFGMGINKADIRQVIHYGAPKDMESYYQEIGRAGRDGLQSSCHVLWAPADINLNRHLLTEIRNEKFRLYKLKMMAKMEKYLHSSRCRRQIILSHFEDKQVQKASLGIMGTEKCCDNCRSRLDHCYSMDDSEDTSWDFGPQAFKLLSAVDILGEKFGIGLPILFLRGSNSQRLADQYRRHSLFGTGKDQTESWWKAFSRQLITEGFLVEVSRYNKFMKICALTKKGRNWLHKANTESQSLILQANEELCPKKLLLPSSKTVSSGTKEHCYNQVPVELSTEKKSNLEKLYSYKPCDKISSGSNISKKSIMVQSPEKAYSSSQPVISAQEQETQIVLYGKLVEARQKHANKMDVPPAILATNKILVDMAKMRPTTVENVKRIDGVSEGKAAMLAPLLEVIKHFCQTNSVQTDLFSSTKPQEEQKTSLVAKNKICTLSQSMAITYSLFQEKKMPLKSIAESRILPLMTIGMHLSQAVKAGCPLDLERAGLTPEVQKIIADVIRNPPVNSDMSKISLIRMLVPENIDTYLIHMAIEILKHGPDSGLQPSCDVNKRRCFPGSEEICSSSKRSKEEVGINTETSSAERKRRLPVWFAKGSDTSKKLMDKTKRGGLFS
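Kinetic red-fluorescence monitoring (525/598 nm) tracks WRN helicase activity after 100 nM fluorophore-quencher forked duplex and 2 mM ATP are added to 20 nM enzyme pretreated 15 min at room temperature with compound.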
EPAC1 antagonist: blocks human EPAC1 exchange factor; EPAC1 GEF assay, Rap1b-BODIPY-GDP exchange fluorescence; Potency, µM (titrated, usually from 115 µM), for inactives: top-dose activity change, negative = inhibition, most hits filed as inhibitors; actives 0.14% (n = 360,000); AID 720709;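 also: potency is read from the fitted curve at half-maximal effect; plate controls were vehicle for no effect and positive control for full effect; nearly all actives have a fitted effect of over 50% in size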
FUS yeast rescue: FUS proteinopathy suppression in yeast | Potency, µM (series often up to 76.6 µM), without a hit: top-dose growth rescue (activation), usual class: activators | actives 0.24% (n = 390,000) | S. cerevisiae FUS-expressing, growth rescue, OD600, 24 h;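 also: potency is read from the fitted curve at half-maximal effect; plate controls were DMSO vehicle for no effect and reference control for full effect; nearly all actives have a fitted effect of over 55% in size; some results filed as inactive show a strong effect at the top dose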
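Restored growth of FUS-toxic S. cerevisiae, read as 600 nm absorbance after 24 h at 30C in galactose medium (starting OD 0.005). Controls CP55940 and DMSO.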
PLK1 PBD inh: inhibitors of human PLK1 polo-box domain binding; P53350; Plk1 PBD binding of FITC phosphopeptide, fluorescence polarization; Potency, µM, for the others: max response, negative = inhibition, most hits filed as inhibitors; actives 2.8% (n = 360,000); also: potency is read from the fitted curve at half-maximal effect; series mostly up to about 57 µM; % is scaled to controls: 0 for no effect and ±100 for the full control effect; nearly all actives have a fitted effect of over 65% in size
IL-2 act: activators of IL-2 | actives 0.065% (n = 360,000) | IL-2 activation reporter assay, cell-based qHTS; stimulated with anti-CD3/CD4/CD28 beads; in transgenic mouse T cells | AID 652025 | activation, % (series mostly up to about 46 µM); in the data active = activation above about 50%; inconclusive = mostly about 30% to 49%; also: 0% is about no effect
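EGFP and DsRed fluorescence is measured by plate cytometry in unstimulated transgenic mouse T cells exposed to compound for 60 minutes, then stimulated 18 hours at 37 degrees C with anti-CD3/anti-CD4 beads plus anti-CD28.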
EPAC1 agonist: agonists of human EPAC1. actives 0.073% (n = 360,000). Potency, µM (series often up to 154 µM), for inactives: at the highest dose activation, usual class: activators. AID 720707. EPAC1 agonist qHTS, biochemical assay; response scale: 100% = response to 6.5 mM cAMP; also: potency is read from the fitted curve at half-maximal effect; nearly all actives have a fitted effect of over 60% in size
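Nucleotide exchange by EPAC1 (100 nM) on Rap1B–BODIPY-GDP (250 nM) in the presence of 50 uM GDP is tracked fluorescently at 480/540 nm over 30 min. Signals are normalized to a 6.5 mM cAMP control.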
Abeta yeast res: restores growth of yeast expressing A-beta42 peptide; yeast expressing A-beta42, growth rescue, OD600, 48 h; response scale: 0% DMSO, 100% iron-clioquinol control; actives 0.063% (n = 410,000); Potency, µM (top dose mostly 46.1 µM), inactives show top-dose growth rescue, hits mostly activators; also: potency is read from the fitted curve at half-maximal effect; nearly all actives have a fitted effect of over 55% in size
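Yeast A-beta toxicity model in growth medium with pinned compounds, 48 h at 30 C; growth read as absorbance at 600 nm. Normalized to FeCl3/clioquinol equimolar mix (positive) and DMSO (negative).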
PI5P4K alpha inh: PI5P4K alpha (human) kinase inhibition | actives 1.2% (n = 330,000) | max response, % | PI5P4Kalpha enzyme, ADP-Glo luminescence, 60 min; stronger effect = lower value | P48426 | AID 652105; active = max response of -50% or lower; inconclusive = between -30% and -50%; inactive = -30% or higher; also: value at the top dose of about 77 µM; % is scaled to controls: 0 for no effect and ±100 for the full control effect
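Human PI5P4Kalpha with substrate in 0.038 M HEPES pH 7.4, 0.28 mM EGTA, 0.1% CHAPS, 5% DMSO; reaction started with 5 microM ATP (final), 60 min at room temperature. ADP formed read by ADP-Glo luminescence.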
Starred values were filed as active, the others as inactive; ? = inconclusive; nt = not tested or not shown; [ ] = another dose, or the depositor's remark. Unless noted, calls follow the shape of the dose curve; as a rule, active = well fitted curve in the direction sought with a large enough effect; inconclusive = small, poorly fitted or top-dose-only effect, or another doubt; inactive = no such curve, though single readings can be large; an effect the other way counts as inactive or inconclusive.

Every second line gives: FUS yeast rescue	WRN inhibitor	IL-2 act	EPAC1 agonist	Abeta yeast res	PLK1 PBD inh	PI5P4K alpha inh	EPAC1 antagonist
COc1ccc(S(=O)(=O)N2CCc3ccccc32)cc1C(=O)N1CCOCC1
→ 6%	8%	-0.4	14%	-7%	3%	0	-8%
Cc1ccc(CNC(=O)CN2C(=O)COc3ccc(S(=O)(=O)N4CCC(C)CC4)cc32)o1
→ 31%	12%	-0.6	-13%	2%	-4%	7	-24%
O=c1c2ccccc2c(=O)n(-c2ccccc2)n1CCCCBr
→ -4%	-6%	-3.4	-4%	-20%	-5%	1	5%
Cc1cccc(Nc2nnc(SCC(=O)NCC3CCCO3)s2)c1C (stereo not given)
→ nt	-4%	-0.4	2%	0%	1%	8	-19%
CCc1ccc(NC2=NC(C(=O)NC3CCCCC3)CC(=O)N2)cc1 (stereo not given)
→ -14%	6%	1.4	-10%	24%	-2%	nt	-1%
Cc1c(C(=O)N2CCCCC2)oc2ccc(Br)cc12
→ 12%	-17%	0.4	?	-4%	-4%	-25	-12%
COCCN(C(=O)c1cccc(N2C(=O)CCC2=O)c1)c1nc(-c2ccc([N+](=O)[O-])cc2)cs1
→ 18%	2%	-3.1	7%	-17%	-20%	-2	1%
COc1cccc(CCNC(=O)CC2C(=O)NCCN2Cc2ccc(C)o2)c1 (stereo not given)
→ 20%	4%	-0.3	-16%	6%	-9%	3	6%
C/C(=N/NC(=O)C1CCCN1C(=O)c1ccc([N+](=O)[O-])cc1)c1ccc(Br)cc1 (stereo not given)
→ 7%	10%	1.4	-13%	-4%	2%	-5	-10%
COc1ccc(N2CCN(C(=O)c3cc4cc(Cl)ccc4[nH]3)CC2)cc1
→ -3%	4%	-0.9	-4%	3%	2%	1	6%
C[C@H](NC(=O)c1[nH]cnc1C(=O)Nc1ccccc1F)c1ccccc1
→ 10%	-3%	-1.9	-18%	-4%	-7%	2	-13%
COc1ccc(CC(=O)OCC(=O)NC2CCCC(C)C2C)cc1 (stereo not given)
→ 7%	8%	0.3	-5%	3%	1%	4	7%
CC(=O)c1cc(CC=C(C)C)c(O)cc1O
→ ?	-8%	4.1	-15%	-95%[inhibitor]	30µM*	-17	-19%
CN(CC1CCCN(CCc2cccc(C(F)(F)F)c2)C1)C(=O)c1ccc2nc[nH]c2c1 (stereo not given)
→ 7%	8%	-0.6	0%	5%	-5%	1	12%
Cc1noc(C)c1NC(=O)Nc1ccc2c(c1)C(=O)N([C@@H](C)CO)C[C@@H](C)[C@@H](CN(C)Cc1ccc3c(c1)OCO3)O2
→ -5%	1%	0.4	4%	-2%	-6%	-6	3%
COc1ccccc1N=Nc1c(O)[nH]c2ccc(Br)cc12
→ -10%	2%	7.3	12%	-18%	?	0	-10%
COC(=O)CCC(=O)Nc1ccc(S(=O)(=O)N2CCCCCC2)cc1
→ 0%	3%	-1.3	-5%	11%	-6%	-2	-1%
CCn1c(CC(=O)Nc2ccccc2F)nnc1SCC(=O)N1CCN(c2ccccc2)CC1
→ -6%	3%	-0.6	3%	15%	-2%	-2	0%
O=c1cc(-c2ccc(C3CCCCC3)cc2)[nH][nH]1
→ 40%	-22%	3.2	12%	-8%	24µM*	-22	-10%
C/C(=N\NC(=O)c1c(C)nc2ccccn12)c1ccco1
→ -7%	2%	4.2	5%	-16%	-6%	4	18%
Clc1cc2nc(-c3cccnc3Cl)[nH]c2cc1Cl
→ 15%	1%	3.2	-8%	12%	-7%	1	-11%
Cn1c(SCC(=O)N2CCc3ccccc3C2)nnc1-c1ccncc1
→ 7%	8%	-4.7	-3%	-6%	-13%	-2	5%
CCCCc1cc(=O)oc2cc(OCc3nn[nH]n3)ccc12
→ 22%	-3%	-2.1	10%	-20%	-1%	-3	-12%
O=C(NCC1CCCO1)C(c1ccccn1)N(Cc1ccccc1Cl)C(=O)CN1C(=O)c2ccccc2S1(=O)=O (stereo not given)
→ 7%	1%	-0.1	-4%	9%	-3%	2	1%
CN(c1ccccc1)S(=O)(=O)c1cccc(NC(=O)CCNC(=O)c2ccc([N+](=O)[O-])cc2)c1
→ ?	?	-1.0	5%	-1%	-6%	-3	-16%
CCCc1nnc(NC(=O)Cn2c(=O)oc3cc(Br)ccc32)s1
→ 15%	-19%	2.5	-22%	-3%	0%	nt	-1%
CCOc1ccc(-n2c(SCC(=O)NCc3ccco3)nc3c(c2=O)SCC3)cc1
→ 41%	-4%	0.4	-8%	12%	-4%	-14	-2%
Cc1nccn1CCC1CCCCN1C(=O)CCc1nnc(-c2ccsc2)o1 (stereo not given)
→ 10%	3%	2.1	6%	-20%	-8%	-12	-16%
COc1ccc(S(=O)(=O)NCCSCc2ccccc2C)cc1Br
→ 23%	-15%	-1.4	26%	10%	-20%	5	-5%
Cc1ccc2[nH]c(=O)c(CN(Cc3ccco3)S(=O)(=O)c3c(C)ccc4nsnc34)cc2c1
→ -3%	-20%	-0.2	10%	13%	-10%	nt	11%

Ordered by molar mass (descending): eight of the compounds above
Every second line gives: FUS yeast rescue	WRN inhibitor	IL-2 act	EPAC1 agonist	Abeta yeast res	PLK1 PBD inh	PI5P4K alpha inh	EPAC1 antagonist
O=C(NCC1CCCO1)C(c1ccccn1)N(Cc1ccccc1Cl)C(=O)CN1C(=O)c2ccccc2S1(=O)=O (stereo not given)
→ 7%	1%	-0.1	-4%	9%	-3%	2	1%
Cc1ccc(CNC(=O)CN2C(=O)COc3ccc(S(=O)(=O)N4CCC(C)CC4)cc32)o1
→ 31%	12%	-0.6	-13%	2%	-4%	7	-24%
CCOc1ccc(-n2c(SCC(=O)NCc3ccco3)nc3c(c2=O)SCC3)cc1
→ 41%	-4%	0.4	-8%	12%	-4%	-14	-2%
COc1ccc(S(=O)(=O)N2CCc3ccccc32)cc1C(=O)N1CCOCC1
→ 6%	8%	-0.4	14%	-7%	3%	0	-8%
CCCc1nnc(NC(=O)Cn2c(=O)oc3cc(Br)ccc32)s1
→ 15%	-19%	2.5	-22%	-3%	0%	nt	-1%
O=c1c2ccccc2c(=O)n(-c2ccccc2)n1CCCCBr
→ -4%	-6%	-3.4	-4%	-20%	-5%	1	5%
COC(=O)CCC(=O)Nc1ccc(S(=O)(=O)N2CCCCCC2)cc1
→ 0%	3%	-1.3	-5%	11%	-6%	-2	-1%
CCCCc1cc(=O)oc2cc(OCc3nn[nH]n3)ccc12
→ 22%	-3%	-2.1	10%	-20%	-1%	-3	-12%

(more compounds)
Every second line gives: FUS yeast rescue	WRN inhibitor	IL-2 act	EPAC1 agonist	Abeta yeast res	PLK1 PBD inh	PI5P4K alpha inh	EPAC1 antagonist
CCCOc1ccc(/C(O)=C2/C(=O)C(=O)N(CCCn3ccnc3)C2c2ccco2)cc1 (stereo not given)
→ 7%	-1%	0.0	0%	1%	-8%	-5	4%
COc1ccc(Cl)cc1NC(=O)c1oc(C)nc1C
→ 30%	-19%	-1.2	0%	5%	-22%	nt	-7%
COc1ccccc1-n1c(-c2ccco2)n[nH]c1=S
→ 3%	14%	-0.7	5%	-22%	-12%	-9	2%
COc1ccc(NC(=O)C(C)N2c3cccc4cccc(c34)S2(=O)=O)cc1 (stereo not given)
→ 30%	-10%	-0.6	19%	4%	-10%	nt	-8%
Cc1ccc(NC(=O)c2cc(S(=O)(=O)NCCC3=CCCCC3)ccc2F)cc1
→ nt	-9%	-4.7	-2%	6%	-5%	4	-12%
Cc1nnsc1C(=O)N1CCCC(C(=O)c2ccc(C(F)(F)F)cc2)C1 (stereo not given)
→ 18%	3%	-1.5	5%	-21%	2%	1	5%
CCOC(=O)c1ccc(NC(=O)CCOc2ccccc2)cc1
→ -5%	-25%[57.1 µM]	0.0	14%	15%	-13%	-10	-8%
Cc1cc(C)nc(SCC(=O)c2cc3ccccc3oc2=O)n1
→ 4%	-3%	-0.3	-3%	5%	-19%	-13	-8%
CCCCN1C(=O)C(CC(=O)NCc2cccs2)CC(C(=O)N2CCOCC2)=C1C (stereo not given)
→ -24%	3%	-0.7	-7%	5%	6%	2	-1%
COCCNc1nc(NCCOc2ccccc2)c2sc(-c3ccccc3)cc2n1
→ 15%	-8%	-0.6	-10%	-18%	1%	nt	-7%
Cc1cc(NC(=O)COc2ccc(N(C)S(=O)(=O)c3ccccc3)cc2)no1
→ 3%	-8%	-2.8	8%	9%	-1%	-3	-11%
Cc1ccc(N(C(=O)c2csnn2)C(C(=O)NC(C)(C)C)c2cccnc2)cc1C (stereo not given)
→ 2%	-18%	-0.1	-2%	13%	-1%	4	-3%
CCn1c2ccccc2c2cc([N+](=O)[O-])ccc21
→ 14%	12%	-0.9	7%	2%	-16%	8	-3%
O=C(CSc1nc2ccccc2[nH]1)N1c2ccccc2Sc2ccccc21
→ nt	-14%	0.0	4%	-5%	-5%	6	2%
O=C(COc1ccc2c(-c3ccccc3)cc(=O)oc2c1)NCC(O)c1ccccc1 (stereo not given)
→ -5%	2%	1.0	-4%	-4%	0%	2	-4%
N#Cc1cc2cc3c(cc2nc1SCC(=O)OC1CCCCC1)OCO3
→ 4%	0%	0.2	4%	25%	-2%	-3	3%
O=C(NC1c2ccccc2-c2ccccc21)c1ccco1
→ 15%	9%	0.3	0%	-2%	21µM*	-8	8%
Cc1cc(C)cc(NC(=O)C(NCC2CCCO2)c2ccccc2)c1 (stereo not given)
→ -1%	2%	-2.2	-9%	-12%	2%	3	5%
C[C@H](CO)N1C[C@H](C)[C@H](CN(C)Cc2ccncc2)Oc2ccc(NC(=O)Nc3ccc(C(F)(F)F)cc3)cc2CC1=O
→ 17%	-12%	-1.5	-9%	1%	-2%	-1	-4%
COc1ccc(C(C)=O)cc1COC(=O)CCNS(=O)(=O)c1ccc(C(C)=O)cc1
→ 14%	-2%	1.1	9%	6%	-21%	2	6%
COc1ccccc1Oc1nc(-c2ccccc2)cc(C)c1S(C)(=O)=O
→ 21%	-13%	-2.9	11%	-11%	-7%	7	-11%
C[C@@H]1CCC(=O)N(C[C@@H](C)CSc2ccc(Br)cc2)CC1
→ 30%	6%	-1.8	0%	-17%	-7%	17	-23%
